# Assay outcomes deposited in PubChem by several laboratories.
# TbHK1 inh – blocks Trypanosoma brucei hexokinase 1 activity; inhibition, % at 10 µM; actives 0.11% (n = 220,000); recombinant TbHK1, G6PDH-coupled NADH A340;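 active means inhibition of 50% or more in the single-dose primary screen; inactive means inhibition below 50%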
# Furin inh – inhibitors of human furin | purified furin, fluorogenic substrate cleavage | inhibition, % at 30 µM | actives 0.061% (n = 220,000) | AID 463115; in the data active means inhibition above about 25%; further: inactives centre near -15
# Target sequence (P09958 108-714 limits assumed): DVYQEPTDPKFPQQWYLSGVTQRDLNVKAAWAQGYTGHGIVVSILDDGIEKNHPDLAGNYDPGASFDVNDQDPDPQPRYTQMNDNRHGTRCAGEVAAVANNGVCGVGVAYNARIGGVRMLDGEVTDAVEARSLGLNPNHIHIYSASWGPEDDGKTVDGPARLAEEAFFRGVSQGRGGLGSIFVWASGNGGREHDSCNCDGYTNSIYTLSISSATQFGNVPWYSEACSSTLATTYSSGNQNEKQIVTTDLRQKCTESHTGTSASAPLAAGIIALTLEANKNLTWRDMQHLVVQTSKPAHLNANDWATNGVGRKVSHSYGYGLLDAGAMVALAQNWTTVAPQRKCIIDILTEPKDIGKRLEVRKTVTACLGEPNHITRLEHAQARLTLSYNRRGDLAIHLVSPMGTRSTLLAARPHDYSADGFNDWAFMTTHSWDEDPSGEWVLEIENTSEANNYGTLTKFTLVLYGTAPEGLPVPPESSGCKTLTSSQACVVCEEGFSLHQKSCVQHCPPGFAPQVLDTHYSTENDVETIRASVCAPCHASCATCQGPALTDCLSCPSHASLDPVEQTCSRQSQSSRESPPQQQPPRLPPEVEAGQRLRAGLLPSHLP
# Cl transport mod – modulates chloride dependent transport by human KCC2; Q9H2X9; KCC2 cells, thallium flux FluoZin-2 fluorescence; B-score of Tl+ flux slope (higher = more flux/activation; lower = inhibition) at 10 µM; actives 2.2% (n = 190,000); AID 1456;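 active means thallium flux slope and its plate-corrected score both differing from the plate sample mean at a set confidence after two filtering rounds, in either direction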;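 further: slope of fluorescence scaled to starting intensity during 10 to 20 s after thallium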
# m-calpain inh – calpain II (pig) inhibition | purified calpain II, fluorogenic peptide substrate, 30 min | inhibition, % at 16 µM | actives 0.37% (n = 220,000) | AID 1236;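 active means inhibition above about 50%, limit read from the data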
# TRPN1 ag – zebrafish TRPN1 (NompC) channel agonism | actives 0.18% (n = 220,000) | HEK293 zebrafish TRPN1-YFP, Fluo-8 calcium fluorescence; 100% = response to 87 µM carbachol | activation, % at 3 µM | AID 1424;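 active means activation above its plate's cutoff, the mean activation of test wells on that plate plus 3 SD, cut at about 19% in these data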;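 further: 0% = DMSO alone and 100% = 87 µM carbachol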
#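 Material: zebrafish TRPN1-YFP in HEK293 cells. Doses: one dose of 3 µM, 0.3% DMSO. Incubation: dye 1 h 37 °C plus 30 min RT. Measured by: intracellular calcium fluorescence with Fluo-8.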
# TRPML3 ag – human mucolipin-3 channel agonism; Q8TDD5; HEK293 TRPML3-YFP, Fluo-8 calcium fluorescence; 100% = the carbachol control signal; activation, % at 3 µM; actives 0.29% (n = 220,000); AID 1448;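 active means activation above its plate's cutoff, the mean activation of the plate's test wells plus 3 SD, cut at about 12% in these data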;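 further: 0% = DMSO only wells and 100% = carbachol wells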
#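 Material: HEK293 cells stably carrying human TRPML3-YFP; compound dosing: single dose, 3 µM final nominal compound, 0.3% DMSO final; incubation: 1-h 37 °C dye load, 5-s basal, 120-s post-compound reads; technique: Fluo-8 intracellular calcium fluorescence, excitation 470-495 nm, emission 515-575 nm; read-out basis: percent activation from peak-to-basal fluorescence ratio, scaled between DMSO and carbachol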
# EBV gp42 inh – EBV gp42 inhibition | AID 1085 | Q1HVG2 | actives 0.42% (n = 220,000) | Fluorescence polarization binding assay, mP read-out | inhibition, % (tested at 21.74 µM); in the data active means inhibition above about 50%
# Target sequence (Q1HVG2 whole entry, looked up): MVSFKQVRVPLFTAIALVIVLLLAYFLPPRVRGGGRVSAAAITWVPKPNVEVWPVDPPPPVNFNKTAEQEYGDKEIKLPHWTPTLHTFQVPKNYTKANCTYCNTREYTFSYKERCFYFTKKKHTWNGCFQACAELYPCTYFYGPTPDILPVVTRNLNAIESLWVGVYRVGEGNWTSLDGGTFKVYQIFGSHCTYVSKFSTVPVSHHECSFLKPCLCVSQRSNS
# thrombin 1536 – thrombin (human) inhibition | actives 0.26% (n = 220,000) | inhibition, % at 5 µM | P00734 | alpha-thrombin, Boc-VPR-AMC fluorogenic substrate cleavage;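 active means inhibition at or above 40%; inactive means inhibition below 40%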;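 further: 0% = enzyme with no compound and 100% = wells without enzyme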
#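 System – human alpha-thrombin · Medium – pH 7.5 Tris (50 mM) with NaCl 150 mM, Tween 20 0.05% · Compound – single-point dosing at 5 µM, 0.2% DMSO · Incubation – enzyme reaction carried out at room temperature · Technique – fluorescence of released AMC, ex 355 nm, em 460 nm · Read-out basis – % inhibition of thrombin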
# PPC-1+TRAIL kill – PPC-1 cancer cell killing with TRAIL present | PPC-1 cells + TRAIL, ATPLite viability luminescence | cell killing (% activity), % at 4 µM | actives 0.41% (n = 220,000) | AID 1443;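 active means cell killing above 50% in the first pass at 4 µM, then a duplicate retest at 5 µM averaging 50% or more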;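 further: plate controls were cells with TRAIL plus DMSO for no effect and medium-only wells lacking cells for full effect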
# Numbers without * were called inactive; . = not tested or not shown; & = joins results of further samples; [ ] = remark or other dose.
SMILES,TbHK1 inh,Furin inh,Cl transport mod,m-calpain inh,TRPN1 ag,TRPML3 ag,EBV gp42 inh,thrombin 1536,PPC-1+TRAIL kill
CCOC1CC(C)(C)NC(=S)N1 (centres undefined),0.6,-11.4,1.02,-10.5,1.1,0.4,2.5,-7.6,9.3
Cn1c(SCC(=O)NC2CC2)nnc1-c1ccco1,-3.0,-15.7,1.05,-32.4,1.7,1.0,-12.4,0.5,21.8
COc1ccc(C2c3ccc4ccccc4c3Oc3ncn(Cc4ccco4)c(=N)c32)cc1OC (centres undefined),-15.8,-8.7,0.525,13.6,1.9,-0.1,11.2,-5.0,15.0
Cc1ccccc1-c1nnn(C/C(N)=N/O)n1,5.2,-6.1,-0.000764,7.0,0.9,0.6,1.5,-10.0,8.2
CCC(=O)n1nc(-c2ccco2)nc1N,1.0,-7.1[20 µM],0.675,-0.8,0.3,0.5,-14.4,15.2,5.2
O=[N+]([O-])c1ccc(-c2c[nH]c(=S)[nH]2)cc1,-4.7,-1.0,-0.159,2.2,-0.6,-0.1,1.9,-11.0,14.4
CCOc1ccc(/C(O)=C2/C(=O)C(=O)N(CCN(CC)CC)C2c2ccco2)cc1 (centres undefined),-8.6,-9.1,-0.000476,16.9,0.1,0.5,4.0,21.9,15.9
CCC(C(=O)OCC(=O)Nc1ccc(OC)cc1OC)c1ccccc1 (centres undefined),9.2,-9.6,-0.668,27.2,-1.8,-0.2,7.7,5.0,0.9
CC12CCC(c3c(C(=O)O)nn(-c4ccccc4)c31)C2(C)C (centres undefined),2.3,-7.8,-0.61,13.5,0.7,0.7,-15.1,-2.7,4.4
Cc1nc2nc[nH]n2c(=O)c1NC(=O)c1c(-c2ccccc2Cl)noc1C,-0.2,-25.8,-0.0341,4.2,1.5,0.6,-17.7,15.3,15.0
CC(=O)N1CCc2cc(S(=O)(=O)NCCC(=O)NC3CCCc4ccccc43)ccc21 (centres undefined),7.9,-4.1[20 µM],0.566,11.6,2.7,-0.2,-4.8,3.7,29.8
COc1cccc(NC(=S)Nc2cc(C(=O)O)ccc2N2CC3CC(C2)c2cccc(=O)n2C3)c1 (centres undefined),-0.2,-33.5,0.934,-45.1,2.1,0.5,-27.5,7.6,3.0
Cc1cccc(NC(=O)Nc2cc(C)on2)c1,-3.3,-24.7[20 µM],.,16.0,-0.2,1.0,-18.2,-4.2,-2.0
Cc1cc([N+](=O)[O-])nn1CC(=O)Nc1cccc2nonc12,-14.1,-22.8,-0.734,-74.3,-0.8,0.8,1.8,-25.3,25.0
COc1ccccc1C1C(C(N)=O)=C(C)Nc2nc(-c3ccccc3Cl)nn21 (centres undefined),-4.1,-40.3,-0.883,7.4,-0.3,-0.2,-4.6,-2.2,-4.9
CCOC(=O)Nc1cc(C)c(Cl)cc1OC,2.1,-24.4,.,23.1,-0.7,-0.3,1.1,-1.4,-1.3
CCC(=O)Nc1cc(C(=O)OCC(=O)c2ccccc2Cl)ccc1C,5.0,-12.1[20 µM],0.00347,10.9,0.0,3.1,-4.4,-0.4,23.0
O=C(NC(=S)Nc1ccccn1)c1ccccc1,-4.3,8.6,9.13*,13.7,1.8,0.1,-0.4,-3.1,41.8
COC(=O)[C@@H](Cc1c[nH]c2ccccc12)NC(=O)c1cc(=O)[nH]c2ccccc12,-17.5,-14.0,-0.182,6.8,-0.2,0.5,2.6,-3.8,16.6
COc1ccc2nc3ccccc3nc2c1N,-13.9,0.2,-0.658,31.5,-0.2,-0.1,-8.5,14.6,38.2
c1cncc(-c2nc3ccccc3[nH]2)c1,5.8&-1.7,-24.3&-17.0,-0.0543&1.48,-2.9&-17.9,1.1&0.9,1.3&0.2,-2.6&6.1,-0.6,19.2&2.6
O=c1c2ccccc2nc2n1CCC2,-3.5,-30.1,.,-9.6,0.6,0.8,-3.3,-2.1,9.7
O=C(CCCCl)NC(=S)Nc1cc(C(F)(F)F)ccc1N1CCOCC1,-0.3,-17.5,0.0455,13.3,0.8,1.1,-4.9,-6.7,-0.5
CCN(CC)S(=O)(=O)c1cccc(NC(=O)CCNC(=O)c2ccc([N+](=O)[O-])cc2)c1,-2.2,-10.2,-1.15,14.8,-1.6,-0.7,-12.5,4.0,-15.7
Cc1ccccc1CN1CCCNC1=O,3.5,-29.8,0.377,-30.5,0.4,0.8,-12.5,3.3,.
Cn1c(=O)c(C(=O)CN2CCN(Cc3ccc4c(c3)OCO4)CC2)c(N)n(Cc2ccccc2)c1=O,-8.1,-26.5,-1.57,10.7,-2.3,0.3,-12.1,-8.5,5.6
Cc1ccc(C)c(OCc2nc3ccc(S(=O)(=O)Nc4c(C)n(C)n(-c5ccccc5)c4=O)cc3[nH]2)c1,8.4,-6.7,-0.758,-51.4,-0.8,-0.8,13.5,-4.6,-8.5
CCOc1cc(C2NC(=O)N(C)C(C)=C2[N+](=O)[O-])ccc1OC(C)=O (centres undefined),-8.4,-17.9,.,-9.5,-0.5,0.5,-6.8,-0.1,0.5
CC(C)(C)c1[nH]ncc1[N+](=O)[O-],-2.4,-24.2,0.19,-1.7,0.9,0.9,-10.8,-12.8,1.0
CCCCn1c(N)c(NCCC)c(=O)[nH]c1=O,-3.3,-14.6,1.17,4.2,-2.0,0.9,27.6,-9.6,10.2
Cc1c(C(=O)NCC2CCCO2)sc2nc(-c3ccccc3)cn12 (centres undefined),3.6,-1.1,0.182,-19.5,1.4,0.1,0.4,-3.9,22.6
O=C(Nc1ccccc1C(=O)N1CCCC1)c1cccc(S(=O)(=O)N2CCCCC2)c1,-6.3,-6.7[20 µM],1.66,9.4,0.0,-1.2,-19.5,-4.0,-21.4[5 µM]
CN(C)CCNc1oc(-c2ccccc2F)nc1C#N,-8.4,-26.8,-0.377,-472.4,0.9,1.1,-10.9,-4.8,9.0
CC(=O)[C@@]1(O)C(C)CC2C3C=C(C)C4=Cc5c(cnn5-c5ccccc5)C[C@]4(C)C3C(O)C[C@@]21C (some centres undefined),-31.5,-14.9,0.815,-21.8,1.7,0.5,-12.6,-2.9,14.1
O=C(N/N=C1\CCc2ccccc21)c1ccccc1O,-8.4,7.3,0.841,12.5,1.3,0.9,-18.4,-4.0,53.7*
Cc1nn(-c2ccccc2)c(Cl)c1/C=N/NC(=O)c1ccco1,-8.9,-5.9[20 µM],-0.252,3.2,0.4,0.0,11.0,-2.5,20.1
Clc1cccc(-c2nc(NCCCN3CCOCC3)c3ccccc3n2)c1,-10.6,-18.9,-0.0192,-6.0,4.3,2.1,49.9,-7.4,23.7
CC(=O)c1ccc(OCC(O)COc2ccc(C(C)=O)cc2)cc1,3.0,-14.3,0.179,-12.0,1.6,0.2,-20.0,0.6,-17.7
O=C(NNC1CC(=O)N(c2ccccc2)C1=O)c1cccnc1 (centres undefined),-9.4,-12.5,1.19,-16.1,-1.0,0.7,-5.2,5.4,8.5
COc1ccc(CN2CCN(S(=O)(=O)c3ccc(NC(C)=O)cc3)CC2)cc1OC,-4.5,-11.4,-1.59,-7.4,1.6,-0.1,-0.7,1.7,17.5

# An excerpt from above in order of the TRPML3 ag value, falling:
structure	TRPML3 ag
O=C(CCCCl)NC(=S)Nc1cc(C(F)(F)F)ccc1N1CCOCC1	1.1
CCCCn1c(N)c(NCCC)c(=O)[nH]c1=O	0.9
CCOc1cc(C2NC(=O)N(C)C(C)=C2[N+](=O)[O-])ccc1OC(C)=O (centres undefined)	0.5
CCN(CC)S(=O)(=O)c1cccc(NC(=O)CCNC(=O)c2ccc([N+](=O)[O-])cc2)c1	-0.7
Cc1ccc(C)c(OCc2nc3ccc(S(=O)(=O)Nc4c(C)n(C)n(-c5ccccc5)c4=O)cc3[nH]2)c1	-0.8

# (listing goes on)
SMILES,TbHK1 inh,Furin inh,Cl transport mod,m-calpain inh,TRPN1 ag,TRPML3 ag,EBV gp42 inh,thrombin 1536,PPC-1+TRAIL kill
CCOC(=O)c1[nH]cnc1C(=O)Nc1ccc(F)cc1,-5.3,-22.2,0.128,-12.7,1.6,-0.5,-0.1,-7.4,11.6
NC(=O)C1CCN(c2ccc(C(F)(F)F)cn2)CC1,-4.9,-10.0,-0.0225,-38.2,0.7,2.0,-14.3,-6.4,-12.9
CCOC(=O)C1(Cc2ccc(OC)cc2)CCN(C(=O)c2cccc3nccnc23)CC1,-3.4,-30.1,.,-12.8,0.1,0.9,-9.3,1.8,-10.8
Cc1csc2ncc(C(=O)N3CCc4ccccc43)c(=O)n12,-45.1,-0.9,-2.85*,.,2.1,0.2,.,.,.
CCC1(C)N(O)C(C)(C)C(c2ccc(F)cc2)=[N+]1[O-] (centres undefined),1.5,-0.4[20 µM],.,-16.4,1.4,1.0,-10.1,-5.2,15.0
Cn1cccc1C(=O)OCC(=O)Nc1cc(C(C)(C)C)nn1-c1ccccc1,-0.3,-27.4,-0.408,-2.8,-1.3,-1.2,-8.9,-1.4,7.7
CCN(CC(=O)Nc1ccc(NC(C)=O)cc1)CC(=O)Nc1ccc(F)c(Cl)c1,1.7,-33.9,-0.611,-16.6,2.0,0.4,-19.5,-7.4,-5.7
N#CC(C#N)=C1C=CC=CN1/C(=C\c1ccccc1)C(=O)c1cccs1,-20.4,-13.4,-0.823,-106.5,-1.4,0.7,-7.3,-1.9,21.2
O=c1c(Cc2c(F)cccc2Cl)c(O)ccn1CC1CCCO1 (centres undefined),-2.8,-17.3,1.02,-8.3,-0.2,0.8,0.2,-2.1,7.4
CCCCNC(=O)Nc1ccc(Br)cn1,-0.4,-9.6,0.401,22.6,-0.6,-0.4,-3.6,3.3,4.6
CCCC(c1nnnn1Cc1ccc(F)cc1)N1CCN(C2CCCCC2)CC1 (centres undefined),6.3,-29.9,0.58,-16.7,0.2,-0.2,-19.9,2.5,14.7
COc1ccc(S(=O)(=O)N(CC(N)=O)C2CCCCC2)cc1Cl,8.3,-19.8[20 µM],-0.0634,28.1,1.5,0.5,-9.2,-1.1,15.6
CC(=O)N1CSCC1C(=O)NNS(=O)(=O)c1ccccc1 (centres undefined),-7.3,-17.4,0.96,4.7,2.5,0.7,-5.9,-6.3,19.5
CCN1CCN(c2c(C(=O)c3ccc(OC)cc3)cnc3ccccc23)CC1,-3.8,-28.9,0.369,2.2,-0.1,-0.6,-1.1,-1.7,0.6
COc1cc(/C=C2\SC(=Nc3ccc(N4CCOCC4)cc3)N(C)C2=O)ccc1OC(C)C(=O)O (centres undefined),-32.2,-10.0,0.853,-31.7,-0.6,0.8,-2.5,-4.2,3.4
O=C(NNS(=O)(=O)c1ccc(Br)cc1)c1ccncc1,-4.7,-17.9,0.0558,-2.4,1.3,-0.2,7.8,-3.5,-7.0
Cc1ccc(C(=O)NCc2n[nH]c(=S)n2-c2ccccc2)cc1[N+](=O)[O-],-3.9,-34.9,-0.471,-26.0,4.3,0.7,-24.1,4.6,18.0
CCCCOC(=O)Nc1nnc(C(C)C)s1,-4.2,-6.2,-1.47,4.1,-0.5,-0.6,1.4,-15.4,2.1

# Profiles from above. Screens in order: TbHK1 inh, Furin inh, Cl transport mod, m-calpain inh, TRPN1 ag, TRPML3 ag, EBV gp42 inh, thrombin 1536, PPC-1+TRAIL kill
# Cc1ccc(C)c(OCc2nc3ccc(S(=O)(=O)Nc4c(C)n(C)n(-c5ccccc5)c4=O)cc3[nH]2)c1 is listed as 8.4, -6.7, -0.758, -51.4, -0.8, -0.8, 13.5, -4.6, -8.5
# O=C(NNC1CC(=O)N(c2ccccc2)C1=O)c1cccnc1 (centres undefined) is listed as -9.4, -12.5, 1.19, -16.1, -1.0, 0.7, -5.2, 5.4, 8.5
